aSyn 5UTR inh – 5' untranslated region of α-synuclein, MLPCN primary screen. alpha-synuclein 5'UTR reporter, inhibitor activity. inhibition, % (tested at 7.5 µM). hit rate 0.82% among 300,000; in the data active means inhibition above about 60%;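 further: H4 neuroglioblastoma cells stably carrying SNCA 5'UTR luciferase fusion; 0% = DMSO wells and 100% = positive control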
GSK3A inh – blocks human GSK-3 alpha kinase | ADP-Glo luminescence, 60 min | hit rate 0.1% among 320,000 | P49840 | inhibition, % at 10 µM | AID 2650;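 in the data active means inhibition above about 50%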;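 further: GST-tagged GSK-3 alpha with peptide substrate and 25 µM ATP; 0% = DMSO neutral wells and 100% = GW8510 positive control wells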
Target sequence (P49840 whole entry, looked up): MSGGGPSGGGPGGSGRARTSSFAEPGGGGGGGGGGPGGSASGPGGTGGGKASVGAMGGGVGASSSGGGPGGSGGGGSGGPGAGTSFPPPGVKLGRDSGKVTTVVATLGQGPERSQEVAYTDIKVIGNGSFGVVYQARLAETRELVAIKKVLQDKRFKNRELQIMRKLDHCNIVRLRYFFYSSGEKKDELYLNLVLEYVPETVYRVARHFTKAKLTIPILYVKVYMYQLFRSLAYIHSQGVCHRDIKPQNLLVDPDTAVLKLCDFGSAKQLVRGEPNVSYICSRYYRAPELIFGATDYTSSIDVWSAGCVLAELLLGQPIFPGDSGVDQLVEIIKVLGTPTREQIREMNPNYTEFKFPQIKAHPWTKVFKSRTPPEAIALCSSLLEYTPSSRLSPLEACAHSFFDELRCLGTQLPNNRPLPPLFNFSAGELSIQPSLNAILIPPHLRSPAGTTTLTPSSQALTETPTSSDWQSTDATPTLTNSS
AI-2 QS modul – Vibrio harveyi AI-2 quorum sensing modulation; Vibrio harveyi JMH597 AI-2 luminescence/OD600 ratio, 9 h; stronger effect = lower value; strain lacks LuxN and CqsS sensors; 0 = neutral-control median; activity change, % at 7.5 µM; hit rate 0.4% among 300,000; AID 2094; in the data active means activity change below about -75%, passing the limit was not always enough;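 further: luminescence divided by OD600 gain over 9 h not by final OD600 alone; inactives centre near 13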
HSP90 inh – HSP90 refolding inhibition in rabbit reticulocyte lysate; luciferase refolding luminescence, 3 h; inhibition, % at 5.6 µM; hit rate 0.91% among 290,000; AID 1789;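 active means inhibition above the screen-wide mean plus 3 SD, computed separately per campaign, cut at about 16% in these data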;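 further: 0% = DMSO wells and 100% = 60 µM geldanamycin wells; inhibitors lower the luminescence because luciferase stays unfolded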
HSF-1 act – increases HSF-1 driven luciferase reporter signal | NIH3T3-HGL HSF-1 luciferase reporter, MG132, 8 h; 100% = twice DMSO control signal | activation, % at 9 µM | hit rate 1.7% among 300,000;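 active means mean replicate activation of at least 50% with a set share of replicates each reaching 50%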;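 further: 0% = median of the neutral control wells and 100% = twice that signal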
PolyA inh – inhibitors of polyadenylation in S. cerevisiae; hit rate 0.02% among 300,000; calls only at 12 µM; AID 1875; S. cerevisiae SKY197-pL101 polyadenylation reporter, beta-gal luminescence; efflux-impaired pdr1/pdr3 knockout yeast; score 100 = 6 SD above DMSO;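 active means lowest replicate activity score at least 50, where 100 means six control SD above control mean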;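 further: yeast exposed to compound for 9 h at 30 °C; higher score means more reporter readthrough which indicates perturbed polyadenylation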
GSK3B inh – human GSK3beta kinase inhibition. GST-GSK3beta kinase, ADP-Glo luminescence, 60 min; stronger effect = lower value. hit rate 0.038% among 300,000. AID 2097. P49841. activity score (negative = inhibition), % at 10 µM;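 active means more than half of replicate wells score below -50%, meaning over 50% inhibition versus plate controls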;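 further: 0% = median DMSO wells and -100% = median GW8510 positive control wells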
Target sequence (P49841 whole entry, looked up): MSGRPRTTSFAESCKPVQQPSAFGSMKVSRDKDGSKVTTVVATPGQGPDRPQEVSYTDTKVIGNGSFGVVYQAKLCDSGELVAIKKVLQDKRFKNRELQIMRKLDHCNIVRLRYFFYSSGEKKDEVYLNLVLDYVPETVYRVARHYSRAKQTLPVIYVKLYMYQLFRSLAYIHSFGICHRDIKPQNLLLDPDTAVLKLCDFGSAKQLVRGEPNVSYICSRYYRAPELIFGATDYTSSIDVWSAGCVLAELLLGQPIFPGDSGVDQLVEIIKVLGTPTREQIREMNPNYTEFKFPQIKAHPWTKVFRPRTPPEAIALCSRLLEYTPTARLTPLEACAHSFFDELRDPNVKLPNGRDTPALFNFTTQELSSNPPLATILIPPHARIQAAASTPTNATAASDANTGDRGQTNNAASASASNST
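Test system: GST-fused GSK3beta enzyme, cell-free | Quantity: 1.6 ng GST-GSK3beta enzyme per well | Reagent: 25 µM ATP with peptide substrate | Schedule: 60 min enzyme reaction, room temperature | Signal: Luminescent ADP-Glo measurement of ADP formed | Read-out basis: Score relative to plate controls | Control set: DMSO and 20 µM GW8510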
HSF1 inhib – HSF1 inhibition. NIH3T3-HGL HSE-luciferase, MG132-induced, luminescence 8 h; stronger effect = lower value. activity change, negative = inhibition, % at 7.5 µM (by protocol). hit rate 0.77% among 300,000. AID 2098;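 active means more than half of replicate wells show activity change below -50%, luminescence cut by over half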;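 further: luciferase reports HSF-1 transcriptional activity via heat shock element; 0% = median of DMSO wells and -100% = zero luminescence signal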
IEC-6 cytotox – kills IEC-6 intestinal cells in KLF5 counter-screen; IEC-6 cytotoxicity, luminescence viability; inhibition, % at 5 µM; hit rate 0.78% among 290,000; in the data active means inhibition above about 22%;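 further: 0% = plate median of test compound wells and 100% = cytotoxic reference compound wells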
KLF5 inh – kruppel-like factor 5 inhibition; AID 1700; inhibition, % at 5 µM; hit rate 0.23% among 290,000; DLD-1 KLF5 promoter-luciferase reporter, luminescence;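 active means inhibition above a per-plate limit of that plate's mean compound inhibition plus 3 SD, cut at about 60% in these data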;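 further: 0% = DMSO wells and 100% = LY294002 at 200 µM; higher means less KLF5 promoter-driven luciferase light; inactives centre near -14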
* marks the source's active call; other numbers are inactive results; i = inactive; x = no result given.

SMILES	aSyn 5UTR inh	GSK3A inh	AI-2 QS modul	HSP90 inh	HSF-1 act	PolyA inh	GSK3B inh	HSF1 inhib	IEC-6 cytotox	KLF5 inh
Cc1cc(C)cc(OCC(=O)N/N=C/c2ccccn2)c1	16	1	33	-3	0	i	0	2	1	12
CCC(=O)N1CCc2cc(S(=O)(=O)NC(C(=O)Nc3cccc(C)n3)C(C)C)ccc21 (stereo unspecified)	-24	-2	24	0	17	i	0	3	-13	-13
O=C(COC(=O)CN1C(=O)C2CC=CCC2C1=O)Nc1cc(C(F)(F)F)ccc1N1CCOCC1 (stereo unspecified)	0	1	24	10	11	i	1	0	3	-8
CCCCCCCCc1nnc(N)s1	-1	-1	31	-1	4	i	19	-1	-5	-23
O=C(c1ccc(N2CCCCC2)c([N+](=O)[O-])c1)N1CCOCC1	-3	-2	11	3	-5	i	1	5	-4	-4
Cc1cccc(C)c1OCC(=O)Nc1cccc(NC(=O)c2ccco2)c1	-4	-3	18	1	-27	i	-2	-12	3	-33
CCCn1nnnc1SCC(=O)NC1CCCC1	16	0	32	-1	3	i	1	1	2	-34
O=C(Nc1ccccc1C(F)(F)F)c1ccc2nccnc2c1	-89	0	17	-1	3	i	-2	-5	-3	-19
COc1ccc2c(c1)C1C=CCC1C(c1cc3c(cc1Br)OCO3)N2 (stereo unspecified)	28	-1	32	-2	16	i	0	5	-1	-18
CCOc1cc(NS(C)(=O)=O)c(OCC)cc1NC(=O)c1cccs1	20	-1	11	-1	-12	i	-21	-1	0	-19
C[C@@H](C(=O)NCc1ccccc1)[C@H]1C[C@]1(C)[C@H](NC(=O)OCc1ccccc1)c1ccccc1	-6	-1	6	0	13	i	1	-3	-4	-22
COC(=O)c1cc(=O)nc2sc(-c3ccc(F)cc3)nn12	-11	-2	-8	4	-3	i	4	-5	1	-17
COc1ccc(-c2cn3cccnc3n2)cc1NC(=O)C(C)C	-4	-2	16	-4	10	i	2	4	3	-28
COc1ccc(-c2noc(N3CCC(C(=O)NCc4ccc(F)cc4)CC3)n2)cc1	-4	-4	16	2	-1	i	3	-3	-2	-60
CC(=O)c1ccc(Nc2c3c(nc4ccccc24)CCCC3)cc1	-195	-2	7	2	66*	i	-1	22	25*	-10
Cc1ccc(S(=O)(=O)N2CCC(C(=O)N[C@@H](Cc3ccccc3)C(=O)O)CC2)cc1	4	-3	21	-4	-81	i	4	-78*	0	-16
CN(C)C=NC(=O)c1cc(C(=O)c2ccc(C(C)(C)C)cc2)c[nH]1	-87	18	-44	4	50*	i	-7	14	3	-119
CC(OC(=O)CNC(=O)COc1ccccc1)C(=O)N(C)Cc1ccccc1 (stereo unspecified)	-3	0	27	x	5	i	-2	6	x	x
CC1(C)Cc2c(sc3nc(=S)[nH]c(N)c23)CO1	-2	0	-14	-8	-23	i	2	4	2	-29
COc1cc(OC)cc(C(=O)Nn2cnnc2)c1	-8	0	21	-1	10	i	2	0	-3	8
O=C(O)c1cccc2c(/C=N/Nc3ccccn3)c[nH]c12	-26	13	27	6	-11	i	-4	-14	3	-54
COc1ccc(C2(CCN=Cc3ccc(N(C)C)cc3)CCOC(C)(C)C2)cc1 (stereo unspecified)	1	1	19	5	1	i	1	-3	-4	-10
CCCCn1c(SCC(=O)N2CCCC2)nc2c1c(=O)n(C)c(=O)n2C	8	-3	20	4	0	i	-1	-1	1	-14
NS(=O)(=O)c1ccc(NC(=O)c2cc(=O)c3ccccc3o2)cc1	-9	1	x	-4	13	i	x	-4	7	15
CCN1CCN(C(=O)CN(c2cccc(Br)c2)S(=O)(=O)c2ccccc2)CC1	-18	-1	39	-4	-6	i	0	5	-2	-7
Further results:
SMILES	aSyn 5UTR inh	GSK3A inh	AI-2 QS modul	HSP90 inh	HSF-1 act	PolyA inh	GSK3B inh	HSF1 inhib	IEC-6 cytotox	KLF5 inh
CCC(C)n1c(SCC(=O)NC2CCS(=O)(=O)C2)nc2ccccc2c1=O (stereo unspecified)	-16	0	19	x	1	i	2	1	x	x
Cc1ccccc1NC(=O)CCC(=O)N/N=C/c1c[nH]c2ccccc12	-31	-2	14	1	7	i	1	0	6	-3
Cc1noc(NS(=O)(=O)c2ccc(NC(=O)COc3ccccc3)cc2)c1C	15	-2	18	-1	3	i	3	-3	3	3
Cc1nn(CC(=O)NCCCN2CCN(C)CC2)c(=O)c2cc(-c3ccccc3)nn12	7	-1	-4	2	0	i	-4	2	4	2
N/C(=N\NS(=O)(=O)c1ccccc1C(F)(F)F)c1ccccn1	-2	-3	24	1	7	i	-2	11	-8	-16
Cn1ncc2c(Nc3ccc4ccccc4c3)ncnc21	-164	1	10	-1	18	i	-1	6	-4	-163
CCn1c(COc2ccccc2)nnc1SCC(=O)Nc1cc(OC)ccc1OC	21	-3	10	2	7	i	3	6	-6	-4
O=C(COC(=O)C1CCN(S(=O)(=O)c2ccccc2)CC1)NC(=O)c1ccc(OC(F)F)cc1	23	-1	19	1	-13	i	-28	-2	-3	-31
COc1ccc(NC(C)=O)cc1S(=O)(=O)Nc1ccc(C(=O)N2CCCC2)cc1	-26	-1	10	-2	-10	i	0	-3	2	-3
O=C(N/N=C1\CCCc2ccccc21)c1cccc([N+](=O)[O-])c1	-34	-3	16	0	-1	i	3	-4	1	-54
CC1Cc2ccccc2N1c1nc(C2CC2)nc2c1nnn2Cc1ccccc1 (stereo unspecified)	15	0	20	2	5	i	-3	1	0	-10
Cc1ccc(OCCCCN(C)Cc2ccccc2)c(Br)c1	5	3	9	-3	-10	i	2	-2	4	-1
CCOC(=O)c1nn(-c2ccc(C)cc2)c(=O)c2c(N)scc12	2	-2	25	1	1	i	-5	-3	4	-3
COc1ccc(C)cc1S(=O)(=O)NC1CCCC1	4	-1	19	0	-6	i	3	-8	4	-11
CS(=O)(=O)NCCNc1cc(Cl)ccc1[N+](=O)[O-]	-15	0	8	4	12	i	-1	-3	0	-15
COc1ccccc1NC(=O)NNC(=O)C(C)Oc1ccc2ccccc2c1 (stereo unspecified)	-4	-6	7	-4	-5	i	2	-8	0	-15
CC(C)N(Cc1cn(C)nc1-c1cccc(Cl)c1)Cc1nccn1C	8	3	16	0	14	i	2	0	-2	-12
O=C(Nc1ccc(C(=O)N2CCOCC2)cc1)Nc1ccc(Cl)cc1Cl	19	-3	23	0	-10	i	1	-2	2	0
CC(=O)Nc1ccc(S(=O)(=O)NCCC(=O)N2CCN(C(c3ccccc3)c3ccccc3)CC2)cc1	22	-1	20	x	-5	i	-5	3	x	x
O=C(Cn1cc(C(F)(F)F)ccc1=O)Nc1ccc(N2CCOCC2)cc1	-11	2	19	-1	0	i	-5	-2	-3	-20
CC(C)(CNC(=O)Cc1ccc(NS(=O)(=O)c2cccc(C(F)(F)F)c2)cc1)N1CCOCC1	7	-1	7	x	6	i	0	3	x	x
Cc1cc(C(=O)COC(=O)CNC(=O)c2ccc(Cl)c(Cl)c2)c(C)n1Cc1ccco1	32	-4	1	1	x	i	2	x	2	-5
COc1ccccc1NC(=O)C(=O)NNC(=O)c1ccco1	-17	-3	-32	-3	0	i	-5	2	-3	-27
COC(=O)C1CN(C(=O)C(C)Oc2cc(C)ccc2C(C)C)c2ccccc2O1 (stereo unspecified)	-17	-1	18	8	5	i	0	1	4	-5
Cc1cccc(N2C(=O)CC(NNc3nc4ccccc4s3)C2=O)c1 (stereo unspecified)	3	0	21	3	109*	i	2	49	4	-20
New compounds follow:
SMILES	aSyn 5UTR inh	GSK3A inh	AI-2 QS modul	HSP90 inh	HSF-1 act	PolyA inh	GSK3B inh	HSF1 inhib	IEC-6 cytotox	KLF5 inh
CCCCCCSC1=C(C#N)C(c2ccc(O)cc2)CC(=O)N1 (stereo unspecified)	19	0	8	0	28	i	3	12	0	2
COc1ccccc1CN(CC(=O)NCc1ccc2c(c1)OCO2)C(=O)c1ccc2c(c1)OCCO2	-8	-2	-14	-1	13	i	3	9	4	-36
Fc1ccccc1CNCCC(Cc1ccccc1)c1ccc2c(c1)OCO2 (stereo unspecified)	12	4	44	0	29	i	-1	1	4	-27
C/C(=N\NC(=O)c1ccc(O)cc1)c1cccc(NC(=O)c2ccc(Cl)cc2)c1	-161	-3	2	x	21	i	-2	-5	x	x
Cc1ccc(CN2CCN(Cc3cccc(C)n3)CC2CCO)cc1 (stereo unspecified)	8	0	9	1	x	i	4	x	4	-22
Cc1nc(N)nc(Cl)c1Cc1ccc(Cl)cc1	-34	-2	9	3	22	i	2	5	9	3
CCN1CCN(S(=O)(=O)c2ccc(Cl)c(C(=O)N(C)CCOc3ccc(Cl)cc3)c2)CC1	-9	0	8	x	4	i	4	5	x	x
S=C(Nc1ccc(Cl)c(Cl)c1)NN1CCOCC1	15	2	19	2	-6	x	0	1	-5	10
O=C(C1CC1)N(Cc1nc2ccccc2c(=O)[nH]1)Cc1cccs1	-8	0	-2	-6	3	i	-2	5	1	-18
Cn1cccc1C(=O)OCc1csc(-c2ccccc2)n1	-112	2	-9	7	63*	i	-1	15	7	-37
O=C(CSc1nc(-c2ccccc2)c(-c2ccccc2)o1)NCCCO	-4	-11	18	-1	43	i	0	15	-2	-8
COc1cccc(CC(NC(C)=O)C(=O)NC2CCN(c3c(Cc4ccccc4)c(C)nc4ncnn34)CC2)c1OC (stereo unspecified)	1	-1	8	3	4	i	13	1	-5	-9
Cc1nn(-c2ccccc2[N+](=O)[O-])c(=O)c2ccccc12	17	0	-9	2	-3	i	1	2	-2	-21
CC(=O)C1=C(C)Nc2ncnn2C1c1ccc(Cl)cc1Cl (stereo unspecified)	-5	-1	9	-1	22	i	-2	3	-2	-31
COc1ccc(S(=O)(=O)N(CC(=O)N2CCN(c3ccccc3OC)CC2)c2ccccc2)cc1	x	-2	x	4	x	x	x	x	-2	-3
C#CCOCCOCCOCCNc1nc(N2CCN(C(=O)[C@H]([C@@H](C)CC)n3cc([C@@H](N)CC(C)C)nn3)CC2)nc(N2CCN(C(=O)[C@H](CCCCN)n3cc([C@@H](N)CC(C)C)nn3)CC2)n1	10	2	-9	-2	5	i	-11	-2	-1	-18
Cc1ccc(C)c(N2CCN(c3ncccc3[N+](=O)[O-])CC2)c1	38	0	16	-5	-28	i	3	-20	-4	3
CCCc1cc(C(=O)Nc2ccc(C)cc2)no1	-104	-1	-22	1	17	i	3	11	-8	-78
CCOC(=O)C1C(=O)OC2(CCCC2)C1C(=O)OCC (stereo unspecified)	2	8	21	2	-17	x	2	-7	2	-21
CCc1ccc(NC(=O)CN(C(=O)N2CCN(CC)CC2)S(=O)(=O)c2ccc(C)cc2)cc1	1	-2	22	x	-4	i	3	-7	x	x
COc1ccc2[nH]c3c(NCCCOC(C)C)ncnc3c2c1	-138	6	17	-4	38	i	-5	10	10	-184

An excerpt; count on the stated rates, not on these rows.
